Screening data from PubChem BioAssay.
L3MBTL1 inh = L3MBTL1 (human) inhibition. Q9Y468. AlphaScreen L3MBTL1–H3K9me1 peptide binding. Potency, µM (doses to about 57.1 µM), for the others: at the top dose activity, negative = inhibition, usual class: inhibitors. 0.66% of 230,000 active. AID 485360; further: potency means the concentration at half of the fitted maximal effect; on the % scale 0 is the no-effect control and ±100 the full control effect; nearly all actives have a fitted effect of over 60% in size
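First, the protein-peptide complex forms for 30 min at room temperature (L3MBTL1 50 nM, biotinylated H3K9me1 peptide 75 nM). Next, compounds are pin-transferred and incubated 30 min. Finally, AlphaScreen beads are added and read after 30 min.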
HTT aggregate = mutant huntingtin aggregation inhibition; PC12 HttQ103-GFP aggregates, Acumen cytometry, 40 h; Potency, µM (doses to about 46.1 µM), inactives show at the top dose activity change, negative = inhibition, usual class: inhibitors; 1.1% of 220,000 active; further: potency means the concentration at half of the fitted maximal effect; on the % scale 0 is the no-effect control and ±100 the full control effect; nearly all actives have a fitted effect of over 60% in size
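Huntingtin Q103 exon 1–GFP aggregates in induced PC12 cells (100 nM tebufenozide) were quantified by cytometry from lysates, with compounds dosed in titration.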
Epigenetic derep = regulators of epigenetic silencing causing reporter derepression in mouse cells; AID 1865; Potency, µM (series often up to 53.9 µM), without a hit: at the top dose GFP activation, usual class: activators; 0.2% of 280,000 active; murine LDR cells, GFP reporter derepression, 30 h; further: potency means the concentration at half of the fitted maximal effect; % of control where 0% means no effect; nearly all actives have a fitted effect of over 60% in size
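Murine LDR cells carrying a silenced, genomically integrated CMV-driven GFP reporter were exposed to compound for 30 hours at 37 C. After PBS washes, GFP-positive cells (20–120 um objects) were counted by laser-scanning microplate cytometry.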
IMPase Li inh = cell-permeable IMPase inhibitors with lithium potentiation | 0.35% of 210,000 active | CHO-M1 cells, IP1 TR-FRET (IP-One), carbachol + lithium | Potency, µM (titrated, usually from 59.4 µM), for the others: top-dose activity, negative = IMPase inhibition, most hits filed as inhibitors;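 further: IP1 builds up when IMPase is blocked and the TR-FRET signal falls; potency means the concentration at half of the fitted maximal effect; plate controls were basal vehicle for no effect and high inhibitor control for full effect; nearly all actives have a fitted effect of over 50% in size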
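Readout is a homogeneous TR-FRET IP1 immunoassay (Ex 320, Em 665 and 620), where raised cytosolic IP1 lowers signal. Cells were CHO-M1 treated 30 min at 37C with test compounds plus a little lithium; AC50 values came from Hill-equation fitting.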
KinaseGlo FLuc = counter-screen: inhibitors of Kinase-Glo firefly luciferase | Kinase-Glo luciferase, ATP luminescence, 8 min | Q27757 | AID 1379 | Potency, µM (top dose mostly 38.3 µM), inactives show at the top dose activity change, negative = inhibition, actives largely listed as inhibitors | 0.28% of 200,000 active; further: potency means the concentration at half of the fitted maximal effect; on the % scale 0 is the no-effect control and ±100 the full control effect; nearly all actives have a fitted effect of over 60% in size
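Recombinant Kinase-Glo luciferase, 10 uM ATP (linear range), luciferin; imidazole pH 7.2 / KCl / MgCl2 / Tween / BSA buffer; 8 min RT; luminescence.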
NPSR antagonist = antagonists of human neuropeptide S receptor cAMP signaling. Q6W5P4. CHO-NPSR cells, cAMP TR-FRET, antagonist mode. Potency, µM (series often up to 38.3 µM), without a hit: top-dose activity change, negative = inhibition, hits mostly inhibitors. 1% of 220,000 active; further: potency means the concentration at half of the fitted maximal effect; on the % scale 0 is the no-effect control and ±100 the full control effect; nearly all actives have a fitted effect of over 50% in size; many of its hits are not listed in these tables
Target sequence (Q6W5P4 whole entry, looked up): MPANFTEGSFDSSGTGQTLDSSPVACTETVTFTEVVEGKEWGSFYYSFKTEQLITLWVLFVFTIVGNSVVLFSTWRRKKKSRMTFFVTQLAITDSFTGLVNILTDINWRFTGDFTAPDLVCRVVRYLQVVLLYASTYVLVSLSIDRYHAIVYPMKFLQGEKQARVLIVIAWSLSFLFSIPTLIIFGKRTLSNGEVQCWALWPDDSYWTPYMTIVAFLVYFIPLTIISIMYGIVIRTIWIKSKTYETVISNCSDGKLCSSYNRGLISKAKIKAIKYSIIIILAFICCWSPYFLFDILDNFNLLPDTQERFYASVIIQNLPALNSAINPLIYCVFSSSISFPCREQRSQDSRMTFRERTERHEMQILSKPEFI
CBFb RUNX1 block = CBF-beta/RUNX1 interaction disruption. Potency, µM (top dose mostly 59.8 µM), for inactives: top-dose activity, negative = inhibition, hits mostly inhibitors. AID 1477. AlphaScreen CBFb-His/RUNX1-biotin binding, biochemical. 230,000 tested, under 10 active. Q01196+Q13951; further: % of control where 0% means no effect
Target sequence (Q01196 whole entry, looked up): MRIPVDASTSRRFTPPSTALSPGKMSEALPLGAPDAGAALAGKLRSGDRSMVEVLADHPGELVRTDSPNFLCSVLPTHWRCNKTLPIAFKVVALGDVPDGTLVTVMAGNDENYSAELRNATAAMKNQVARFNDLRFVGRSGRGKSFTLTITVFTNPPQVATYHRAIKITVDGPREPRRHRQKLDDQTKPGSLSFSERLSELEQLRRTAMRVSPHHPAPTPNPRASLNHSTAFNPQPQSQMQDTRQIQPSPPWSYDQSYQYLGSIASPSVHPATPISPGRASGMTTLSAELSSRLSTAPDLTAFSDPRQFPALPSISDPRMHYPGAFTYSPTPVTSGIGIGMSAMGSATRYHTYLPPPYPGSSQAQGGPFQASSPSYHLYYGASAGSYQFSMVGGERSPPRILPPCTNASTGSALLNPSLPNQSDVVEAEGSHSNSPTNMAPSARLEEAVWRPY
Target sequence (Q13951 whole entry, looked up): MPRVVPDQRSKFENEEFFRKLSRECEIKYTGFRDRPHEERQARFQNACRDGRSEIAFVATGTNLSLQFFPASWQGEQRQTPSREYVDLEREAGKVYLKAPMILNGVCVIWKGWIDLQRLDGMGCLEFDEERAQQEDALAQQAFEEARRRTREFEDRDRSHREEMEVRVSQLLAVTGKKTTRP
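Read-out: AlphaScreen. Format: His-CBF-beta with biotinylated RUNX1 (30 nM each) preincubated 20 min, compound 15 min, Ni-chelate plus streptavidin beads 90 min; room temperature throughout.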
The depositor's hits bear a star; u = inconclusive; x = no result given; & = joins results of further samples; [ ] = another dose, or the depositor's remark. The call rests on the fitted dose curve; in most records, active means well fitted curve in the direction sought with a large enough effect; inconclusive means small, poorly fitted or top-dose-only effect, or another doubt; inactive means no such curve, though single readings can be large; an effect the other way counts as inactive or inconclusive.

Each structure is followed by: L3MBTL1 inh | HTT aggregate | Epigenetic derep | IMPase Li inh | KinaseGlo FLuc | NPSR antagonist | CBFb RUNX1 block
CCOc1ccc(NC(=S)N(CCCN2CCOCC2)Cc2cn(C)c3ccccc23)cc1
 : -29% | u | -0.9% | 0% | 3% | -9% | 1%
CCOC(=O)c1c(NC(=O)CCl)sc(CN(C)C)c1-c1ccccc1
 : -9% | -28% | -5.5% | 13% | 4% | -25% | -3%
C=CCN1C(=O)c2ccccc2Sc2ccc(C(=O)N3CCN(C)CC3)cc21
 : 3% | -6% | 0.0% | 0%[38.3 µM] | -3% | -8%[46.1 µM] | 1%
CCCCC(=O)Nc1ccc(Br)cc1C(=O)O
 : x | -19% | -1.0% | 19%[38.3 µM] | -2% | -20%[46.1 µM] | -1%
O=C(NCCCN1CCOCC1)Nc1ccc(Cc2ccc(NC(=O)NCCCN3CCOCC3)cc2)cc1
 : 2% | 24% | 0.2% | 6% | 4% | 8% | -1%
Cc1ccc(S(=O)(=O)N(CC(=O)NCc2cccnc2)C2CCCCC2)cc1
 : -8% | x | -1.1% | 12% | -3% | -4% | -1%
Cc1ccc(S(=O)(=O)/N=C2/NC(=O)/C(=C/c3ccccn3)S2)cc1
 : 1% | -20%[9.22 µM] | 0.3% | 3% | -3% | 49% | -2%
Cc1oc(/N=C/c2ccccc2O)c(C#N)c1C
 : -13% | -11%[9.22 µM] | 0.6% | 11%[38.3 µM] | 1% | -12%[46.1 µM] | -1%
CNc1ncc(-c2nnnn2-c2ccccc2)c(-c2ccccc2)n1
 : -7% | 9%[9.22 µM] | 2.4% | x | x | 2%[7.67 µM] | -1%
Cc1sc(NC(=O)/C=C/c2ccco2)c(C(=O)O)c1C
 : u | 1%[9.22 µM] | 2.5% | x | x | u | -6%
C=CCc1ccccc1OCC(O)Cn1ccnc1C (configuration not stated)
 : -3% | -23% | -2.7% | 18%[38.3 µM] | 2% | 5%[46.1 µM] | 4%
O=C(O)c1ccc2c(c1)C(=O)N(Cc1ccc3c(c1)OCO3)C2=O
 : x | 18%[9.22 µM] | -6.7% | -1%[38.3 µM] | 9% | 0%[46.1 µM] | 3%
COc1ccc(CCc2nnc(CCC(=O)NCc3cnn(-c4ccccc4C)c3)o2)cc1
 : -8% | 2%[9.22 µM] | 4.4% | 6% | 2% | -2% | -5%
O=C1OCc2ccc(NC(=O)c3sccc3Cl)cc21
 : x | 10%[9.22 µM] | 1.0% | x | x | 4% | 8%
C#CC[N+](CC)(CC)CC#Cc1cccc(Cl)c1
 : 1% | -30% | 1.0% | 25%[38.3 µM] | 1% | -8%[46.1 µM] | 4%
C=CCON1C(=O)c2ccccc2C1=O
 : x | -5%[9.22 µM] | -2.4% | -13%[38.3 µM] | 3% | -6%[46.1 µM] | -1%
CCOC(=O)c1sc(NC(=O)c2ccc(C)s2)cc1C
 : 4% | -7% | 10% | -15%[38.3 µM] | -8% | -22%[46.1 µM] | 7%
Cn1cccc1/C=N/N1CCN(Cc2ccccc2Cl)CC1
 : u | 14%[9.22 µM] | 0.0% | x | x | -16% | -2%
Cc1c(O)nc(SCC(=O)Nc2ccc3c4c(cccc24)CC3)n(-c2ccc(F)cc2)c1=O
 : -4% | u | 0.0% | -2% | 1% | -9% | 0%
Cn1c(-c2sc3cc(C(F)(F)F)cnc3c2-c2ccccc2)n[nH]c1=S
 : x | -2% | -3.8% | 22%[38.3 µM] | 0% | -16%[46.1 µM] | -2%
CSCCC(NC(=O)C1CCC(C)CC1)C(=O)O (configuration not stated)
 : 3% | 2% | -0.9% | -7% | 0% | 5%[46.1 µM] | 0%
Cc1cc(Cl)ccc1OCC(=O)NCCCN1CCOCC1
 : 5% | -12% | -8.0% | x | x | -11%[46.1 µM] | 3%
CC1(C)CC(=O)C2=C(C1)N(c1ccc(F)cc1)C(=O)C2(O)C(F)(F)F (configuration not stated)
 : -4% | 15% | 1.5% | 3%[38.3 µM] | 3% | -9%[46.1 µM] | -2%
O=C(CNC(=O)c1ccccc1)NCC(=O)OCc1ccccc1Cl
 : -7% | 8% | -1.0% | 0% | 0% | 12% | -7%
CSc1nnc(COc2ccc(C)cc2)n1N
 : 36% | 9% | 3.0% | -6% | -1% | -11%[46.1 µM] | 7%
Fc1ccc(C2CC(c3ccccc3)n3ncnc3N2)cc1 (configuration not stated)
 : u | 2% | -1.1% | 24%[38.3 µM] | -2% | -9%[46.1 µM] | 3%
Cc1ccc(NC(=O)OCCN2CCN(Cc3ccccc3)CCC2=O)cc1C
 : -11% | 1% | 0.7%&0.2% | 1%&-2% | -1%[39.9 µM] | -29% | 14%&-3%
Cc1cc(-c2ccc(Br)s2)nc(-n2cccc2)n1
 : -28% | 2% | 2.2% | -27% | -2% | -50% | 13%
COC(=O)c1sccc1NC(=O)c1ccc(OC)c([N+](=O)[O-])c1
 : 1% | 15% | 4.4% | 4% | -1% | 0% | -2%
CC1Cc2ccccc2N1S(=O)(=O)c1cnc(Cl)c(Br)c1 (configuration not stated)
 : 31%[activator] | 31%[9.22 µM] | 0.2% | x | x | u | 6%
COc1ccccc1CC(NC(C)=O)C(=O)NC1CCN(C(=O)c2ccc([N+](=O)[O-])cc2)CC1 (configuration not stated)
 : 10% | 0% | -1.0% | 10% | 0% | 12% | 1%
O=C(O)c1ccc(/C=N/NC(=O)c2cc(-c3ccc4c5c(cccc35)CC4)n[nH]2)cc1
 : -19% | 3% | 1.3% | 2% | 0% | 3% | -28%
CCOCCCNC(=O)C1CCC(CNS(=O)(=O)c2cccc3nsnc23)CC1 (configuration not stated)
 : 26% | 1% | 0.0% | 5% | 0% | -3%[46.1 µM] | -1%
Cn1ccs/c1=N\S(=O)(=O)c1ccc(Br)cc1
 : 9% | 1% | 0.0% | -24%[38.3 µM] | 4% | -9%[46.1 µM] | -2%
CC(=O)NCCCc1nc2ccccc2n1Cc1c(F)cccc1Cl
 : 6% | -11%[9.22 µM] | -0.1% | x | x | -12% | 0%
C#CCNC(=O)/C=C/c1ccc(C)cc1
 : 6% | 21% | -0.4% | -7% | -5% | 1% | 5%[2.36 µM]
Cc1ccc(NC(=O)C2CCN(S(=O)(=O)c3ccc(F)cc3)CC2)cc1
 : x | -3% | 0.8% | 32%[38.3 µM] | 19% | -3%[46.1 µM] | 4%
CCNC(=O)CN(c1ccccc1OC)S(=O)(=O)c1cccs1
 : 2% | 12% | -1.9% | -3% | 0% | 12% | -3%
CCCOc1ccc(/C(O)=C2\C(=O)C(=O)N(CCCOC)C23C(=O)N(C)c2ccccc23)cc1 (configuration not stated)
 : 27% | 3% | -2.6% | 10µM* | -4% | u | 8%
CS(=O)(=O)c1ccc2nc(NC(=O)c3cc(-c4ccccc4)nn3-c3ccccc3)sc2c1
 : -3% | -14% | -1.9% | 18% | -1% | -4% | 1%
NC(Cc1ccc(Cl)cc1)C(=O)O (configuration not stated)
 : x | -4% | -2.3%&-2.7% | 8%&-7% | -3%&-1% | -7%[46.1 µM] | 13%
CCOC(=O)N1CCC(NC(=O)c2cc(C(=O)Nc3ccc(OC)c(OC)c3)ccc2CO)CC1
 : u | -7% | -1.1% | 14%[38.3 µM] | -2% | 3%[46.1 µM] | -8%
Cc1cc(C(=O)CSc2nnc(Nc3ccccc3)s2)c(C)n1CC1CCCO1 (configuration not stated)
 : -7% | u | 1.6% | -15%[38.3 µM] | 1% | -25%[46.1 µM] | -22%
COCC(C)n1c(SCC(=O)N(C)C2CCS(=O)(=O)C2)nc2ccccc2c1=O (configuration not stated)
 : 9% | -3% | -2.7% | -2% | -1% | 10% | 0%
CCN1CCN(C(=O)c2cn(CCOC)c(=O)c3c2c2ccccc2n3C)CC1
 : -3% | -8% | -0.1% | 2% | 1% | -7%[46.1 µM] | 8%
Clc1ccc(-n2nnnc2-c2ccccc2)cc1
 : 3% | 13% | 1.7% | -2%[38.3 µM] | -5% | 1%[46.1 µM] | 14%
CCOC(=O)N1CCN(c2c(NCCc3ccc(C)cc3)c(=O)c2=O)CC1
 : 9% | -12%[9.22 µM] | -0.2% | -3% | x | -10% | 3%
COc1cccc(CNCCc2c[nH]c3ccccc23)c1OCc1ccc(F)cc1
 : x | -27% | 0.0% | 33%[38.3 µM] | -3% | -12%[46.1 µM] | -8%
CC(=O)NC(CCS(C)(=O)=O)C(=O)Nc1ccc(Oc2ccccc2)cc1 (configuration not stated)
 : -8% | -18% | -1.0% | -1% | 0% | -1%[46.1 µM] | 1%
O=C(NCc1ccccc1)c1ccc2nc(N3CCOCC3)sc2c1
 : x | -7%[9.22 µM] | 0.0% | x | x | -3% | 13%
Cc1ccc(S(=O)(=O)N2CCCCC2)cc1NC(=O)COC(=O)c1c(F)cccc1F
 : 10% | -8% | -1.3% | 1% | 1% | 0% | 9%
O=C(c1cccc([N+](=O)[O-])c1)N1CCN(c2cccc(Cl)c2)CC1
 : -6% | 0% | -0.9% | 11% | 3% | -12% | -7%
O=C(c1cccc(N2C(=O)c3ccccc3C2=O)c1)N1CCCCCC1
 : x | 22% | -2.7% | 5% | 0% | -10% | -1%
CCn1c(=N)n(CC(O)c2cccs2)c2ccccc21 (configuration not stated)
 : -22% | 4%[9.22 µM] | 0.1% | 12% | -3% | -12% | -5%
Cc1ccc(OCC(=O)N2CCC(N3CCCCCC3)CC2)cc1
 : -2% | -6% | 0.0% | 1% | 4% | -9%[46.1 µM] | -1%
O=C(O)c1cc(NCc2ccc3c(c2)OCO3)ccc1N1CCOCC1
 : -6% | 6% | 0.0% | 7%[38.3 µM] | 1% | -1%[46.1 µM] | -2%
N#Cc1nc(COc2cccc(Cl)c2)oc1N1CCCC1
 : x | -17% | -0.2% | 6%[38.3 µM] | -3% | -23%[46.1 µM] | u
O=C(CCn1c(=S)[nH]c2ccccc2c1=O)NCCSCc1ccccc1
 : 8% | -6% | 1.3% | 0% | -2% | -8% | 2%
CC(C)Cc1ccc(-c2cc(=O)[nH][nH]2)cc1
 : -4% | -1%[9.22 µM] | 0.2% | 0% | -2% | 12% | -5%
Cc1nc(-c2ccccc2O)n(-c2ccccc2)n1
 : x | -9% | 0.0% | 26%[38.3 µM] | -3% | -14%[46.1 µM] | 10%

The list continues:
Each structure is followed by: L3MBTL1 inh | HTT aggregate | Epigenetic derep | IMPase Li inh | KinaseGlo FLuc | NPSR antagonist | CBFb RUNX1 block
O=C(O)CSCC(=O)Nc1cc(C(F)(F)F)ccc1Cl
 : 0% | -8% | 1.6% | -12%[38.3 µM] | -5% | -13%[46.1 µM] | 13%
Cc1cnc(NC(=O)c2cc3ccccc3o2)s1
 : -2% | 1% | -3.1% | 1% | -11% | -35% | -4%
Cc1cc(C)nc(SCc2nnc(SCC(=O)OC3CCCCC3)o2)n1
 : -3% | 4% | -3.6% | -14%[38.3 µM] | -3% | u | 19%
CCOP(=O)(OCC)C(Nc1ccc([N+](=O)[O-])cc1)c1ccc(Cl)cc1 (configuration not stated)
 : u | -7% | -4.1% | 27% | 2% | -42% | 2%

A portion of the library; rates above refer to the full screens.
